# CXCR6 inh: blocks human CXCR6 beta-arrestin recruitment; O00574; CHO-K1 PathHunter CXCR6 beta-arrestin, luminescence; inhibition, % at 20 µM; 360,000 compounds, 0.36% hits; AID 602244; in the data active means inhibition above about 34%, passing the limit was not always enough;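 further: antagonist mode with CXCL16 agonist at 10 nM final; 0% = 10 nM CXCL16 with DMSO and 100% = unstimulated wells without agonist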
# TIM10 inh: growth inhibitors of TIM10 yeast strain. S. cerevisiae TIM10 strain growth, BacTiter-Glo luminescence, 24 h. AID 463195. inhibition, % at 10 µM. 330,000 compounds, 1.4% hits;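 active means inhibition of 40% or more at the single tested concentration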;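 further: wild-type TIM10 isogenic control strain grown at permissive 25 °C; 0% = DMSO yeast wells and 100% = minimal medium wells without yeast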
# Mdm2-MdmX inh: disrupts the human Mdm2-MdmX interaction. O15151+Q00987. SaOS-2 split-luciferase Mdm2/MdmX complementation, luminescence. inhibition, % at 8 µM. 330,000 compounds, 3% hits;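 active means inhibition of at least 50% at 8 µM in the primary screen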
# Target sequence (O15151 whole entry, looked up): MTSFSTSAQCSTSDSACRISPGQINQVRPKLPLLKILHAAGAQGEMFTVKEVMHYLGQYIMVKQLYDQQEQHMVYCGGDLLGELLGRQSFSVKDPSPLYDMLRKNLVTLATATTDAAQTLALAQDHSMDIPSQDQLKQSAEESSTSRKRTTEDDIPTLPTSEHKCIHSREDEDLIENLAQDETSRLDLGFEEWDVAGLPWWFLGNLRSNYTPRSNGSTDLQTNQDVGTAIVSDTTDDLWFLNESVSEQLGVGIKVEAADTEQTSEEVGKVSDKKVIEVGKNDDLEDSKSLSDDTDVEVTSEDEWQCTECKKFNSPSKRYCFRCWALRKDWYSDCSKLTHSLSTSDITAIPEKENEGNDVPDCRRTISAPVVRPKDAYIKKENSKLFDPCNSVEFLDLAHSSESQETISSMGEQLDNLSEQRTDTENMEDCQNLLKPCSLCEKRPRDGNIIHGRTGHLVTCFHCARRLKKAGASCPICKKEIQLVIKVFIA
# Target sequence (Q00987 whole entry, looked up): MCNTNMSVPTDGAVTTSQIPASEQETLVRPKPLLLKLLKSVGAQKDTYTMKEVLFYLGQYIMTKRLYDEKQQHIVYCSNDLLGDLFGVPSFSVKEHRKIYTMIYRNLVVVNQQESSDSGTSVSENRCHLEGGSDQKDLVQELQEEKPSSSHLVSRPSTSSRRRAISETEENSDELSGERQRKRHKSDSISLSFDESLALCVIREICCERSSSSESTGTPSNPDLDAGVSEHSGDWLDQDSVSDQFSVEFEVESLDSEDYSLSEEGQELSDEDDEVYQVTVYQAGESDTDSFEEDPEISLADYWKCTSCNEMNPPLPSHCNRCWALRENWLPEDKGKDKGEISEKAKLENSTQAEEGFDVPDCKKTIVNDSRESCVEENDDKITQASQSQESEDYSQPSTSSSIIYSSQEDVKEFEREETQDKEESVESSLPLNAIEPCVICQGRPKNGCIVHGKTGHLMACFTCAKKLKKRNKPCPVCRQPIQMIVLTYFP
# UPR XBP1 act: adaptive UPR (XBP1) activation; 330,000 compounds, 0.33% hits; AID 463104; CHO-XBP1 luciferase reporter, IRE1-XBP1 UPR activation, luminescence; percent of tunicamycin response, DMSO as zero; activation, % at 20 µM;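 active means versus positive control, 20 µM dose yields 30% or more activation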;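 further: 100% = tunicamycin at 10 µg/mL and 0% = DMSO only wells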
#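 Material: CHO cell line with stable XBP1 luciferase reporter; buffer or medium: F12 medium containing 10% fetal bovine serum; compound: single point, 20 µM final compound, 1% DMSO; incubation: 6 h treatment, 37 °C; measured by: glow luminescence from Steady-Glo reagent; evaluation: activation, % of tunicamycin; control set: tunicamycin high, DMSO low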
# APJ ag: APJ receptor agonism; activation, % at 20 µM; 330,000 compounds, 0.11% hits; AID 2520; CHO-K1 APJ PathHunter beta-arrestin, luminescence; 0% DMSO wells, 100% apelin;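 active means activation more than six SD over the plate average, tested at 20 µM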;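 further: 0% = DMSO alone and 100% = apelin-13 at 10 nM; some results filed as inactive read as strong as hits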
#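 Test system – PathHunter CHO-K1 APJ (AGTRL-1) beta-arrestin reporter cells · Input – 1000 cells/well · Compound – single test compound dose, 20 µM final, 1% DMSO · Times – compound stimulation 90 min at 25 °C, detection 60 min · Technique – beta-gal luminescence · Read-out basis – APJ–arrestin association signal · Control set – negative DMSO alone, positive Apelin-13 at 10 nM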
# UPR CHOP act: apoptotic UPR (CHOP) activation. CHO-CHOP luciferase reporter, luminescence; percent of tunicamycin response over DMSO baseline. activation, % at 10 µM. 330,000 compounds, 0.34% hits;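 active means at 10 µM dose, activation of 40% or more, normalized to positive control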;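 further: 100% = tunicamycin at 10 µg/mL and 0% = DMSO alone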
#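 Assay system: CHO cells with stable CHOP pathway luciferase reporter; Buffer or medium: F12 plus 10% serum; Times: 16-18 h cell attachment, then 6 h compound exposure, 37 °C; Signal: luciferase luminescence; Read-out basis: percent activation relative to tunicamycin control; Control set: tunicamycin high control, DMSO low control.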
# tim23-1 inh: inhibits growth of tim23-1 mutant yeast | S. cerevisiae tim23-1 growth, BacTiter-Glo luminescence, 24 h | inhibition, % at 20 µM | 330,000 compounds, 1.3% hits;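 active means growth inhibition of the mutant yeast at or above 50%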;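 further: temperature-sensitive mutant grown at 25 °C; plate controls were DMSO-treated mutant yeast for no effect and medium wells lacking yeast for full effect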
# APJ antag: APJ receptor antagonism | 330,000 compounds, 0.32% hits | CHO-K1 APJ beta-arrestin complementation, luminescence | inhibition, % at 20 µM | P35414;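 active means inhibition above about 40% at 20 µM, limit read from the data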;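 further: cells challenged with 10 nM apelin-13 agonist together with compound; plate controls were apelin-13 plus DMSO wells for no effect and DMSO wells lacking apelin-13 for full effect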
# tim10-1 inh: inhibits growth of tim10-1 mutant yeast; inhibition, % at 20 µM; AID 463190; 330,000 compounds, 2.2% hits; S. cerevisiae tim10-1 ts strain growth, BacTiter-Glo, 24 h;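 active means inhibition of at least 40%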;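 further: mutant grown at 25 °C; 0% = DMSO wells with yeast and 100% = wells holding no yeast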
# * = called active by the depositor; . = not tested or not shown. Not all compounds are listed, so the mix of outcomes need not match the whole.
SMILES,CXCR6 inh,TIM10 inh,Mdm2-MdmX inh,UPR XBP1 act,APJ ag,UPR CHOP act,tim23-1 inh,APJ antag,tim10-1 inh
O=C(CNC(=O)c1cccnc1)N/N=C/c1cc(Br)c(O)c(Br)c1,1,-20,-7,-5,2,3.7,-12,18,2
Oc1cccc(C(O)CNCc2ccc(OCc3ccc(Cl)cc3Cl)cc2)c1 (configuration not stated),-2,13,6,2,1,-0.9,-64,-6,-1
CCCn1c(N)c(C(=O)COC(=O)CCS(=O)(=O)c2ccc(C)cc2)c(=O)[nH]c1=O,2,0,21,-2,-3,0.3,-1,-42,-11
CCSc1nnc(NC(=O)/C=C/c2ccc3c(c2)OCO3)s1,.,-13,-1,-2,0,-3.8,9,-4,2
COc1ccc(C(=O)CSc2nnc(-c3cccs3)n2-c2ccccc2)cc1,-5,-20,25,18,-5,0.5,-2,6,-4
COc1ccc(C2CC(O)(C(C)(C)O)NO2)cc1 (configuration not stated),10,2,-7,2,-5,2.5,31,-2,16
Cc1nc2ccc(C(=O)NCc3ccc4c(c3)OCO4)cc2s1,8,-57,-1,-11,-3,0.5,-16,10,-35
Cc1ccc(CCNC(=O)c2cc(-c3ccncc3)nc3ccc(S(=O)(=O)N4CCOCC4)cc23)cc1,5,14,15,-7,1,-1.6,16,3,5
COc1ccc(C(=O)NCC(=O)N/N=C/c2c(C)[nH]c3ccccc23)cc1OC,2,-3,22,-7,3,-1.1,-5,-17,9
Cc1ccc(NC(=O)c2cc(NC(=O)C3CC=CCC3C(=O)O)ccc2N2CCOCC2)cc1Cl (configuration not stated),-8,9,17,-3,-3,-0.1,8,-5,10
COC(=O)c1ccc(OCCOc2ccccc2)cc1,6,0,-3,2,-2,5.8,21,21,1
CN1CCN(c2ncnc3sc(-c4ccccc4)cc23)CC1,0,14,17,-2,-1,-3.4,1,8,30
COc1cc(Br)c(CC(=O)NNC(=O)c2ccc(F)cc2)cc1OC,-6,-12,28,0,-2,-1.4,0,0,-14
CCOC(=O)C1CCCN(C(=O)c2cc3cc(Br)ccc3oc2=O)C1 (configuration not stated),-11,7,13,2,-1,-2.4,16,3,2
CCOC(=O)c1[nH]c2ccc(OC)cc2c1NC(=S)N1CCN(c2ccccc2)CC1,-3,13,8,-3,-3,-0.5,17,3,16
COc1ccc(NC(=O)C2CCCN2C(=O)OCc2ccccc2)c(OC)c1 (configuration not stated),5,-3,11,-2,-9,-1.4,2,16,6
CCn1c(O)c(N=NC(=O)CNc2cccc(C)c2)c2ccccc21,-7,11,40,-3,2,-2.3,-32,-9,4
CC(=O)N1CCN(S(=O)(=O)c2ccc(C)cc2)C1c1ccc(N(C)C)cc1 (configuration not stated),-5,9,11,-2,-5,-1.1,15,6,29
CN1CCN(C(CNS(=O)(=O)c2ccc(Br)cc2)c2ccc3c(c2)OCO3)CC1 (configuration not stated),8,-6,14,-2,-6,2.7,-3,-15,-2
CCN(CC1COc2ccccc2O1)C(=S)NC1CC2CCC1C2 (configuration not stated),-5,38,3,-4,0,-0.1,20,7,37
Cc1nn(C)c(Cl)c1C(=O)NC(C(=O)O)c1ccccc1 (configuration not stated),-8,-18,-4,1,-1,-0.1,2,-6,-17
CC(=O)NCCn1c(SCc2ccccc2C)nc2ccccc2c1=O,1,13,6,7,-3,-1.5,34,-3,22
CCOc1ccccc1NC(=O)NC1(C(=O)NCC2CCCO2)CCCCC1 (configuration not stated),0,6,8,-1,-2,0.3,-3,13,-7
CCOc1ccc(CC2c3cc(OCC)c(OCC)cc3CCN2C(=O)CN2CCN(C)CC2)cc1OCC (configuration not stated),4,-15,14,0,-1,2.2,4,-9,-16

# Some of the entries so far, with values under each structure:
# Results follow in this order: CXCR6 inh	TIM10 inh	Mdm2-MdmX inh	UPR XBP1 act	APJ ag	UPR CHOP act	tim23-1 inh	APJ antag	tim10-1 inh
- CCOC(=O)c1[nH]c2ccc(OC)cc2c1NC(=S)N1CCN(c2ccccc2)CC1
    -3	13	8	-3	-3	-0.5	17	3	16
- COc1ccc(NC(=O)C2CCCN2C(=O)OCc2ccccc2)c(OC)c1 (configuration not stated)
    5	-3	11	-2	-9	-1.4	2	16	6
- CCn1c(O)c(N=NC(=O)CNc2cccc(C)c2)c2ccccc21
    -7	11	40	-3	2	-2.3	-32	-9	4
- CC(=O)N1CCN(S(=O)(=O)c2ccc(C)cc2)C1c1ccc(N(C)C)cc1 (configuration not stated)
    -5	9	11	-2	-5	-1.1	15	6	29

# (list continues)
SMILES,CXCR6 inh,TIM10 inh,Mdm2-MdmX inh,UPR XBP1 act,APJ ag,UPR CHOP act,tim23-1 inh,APJ antag,tim10-1 inh
CC(C)Cc1nnc(NC(=O)CCN2C(=O)c3ccccc3C2=O)s1,1,-16,12,-1,-2,-1.1,1,-39,-18
Cc1cccc(NC(=O)CNc2cc(C)ccc2C)c1,-8,14,-11,0,-2,2.6,13,-13,22
COc1ccc(N=C2SCC(=O)N2Cc2ccccc2)cc1,8,10,8,-2,-3,-0.9,-13,-2,14
COc1ccc(N2CCN(C(=O)c3cccnc3)CC2)c([N+](=O)[O-])c1,-1,-4,27,1,-1,-1.7,16,-1,7
CC(=O)c1ccc(NC(=O)CC2S/C(=N/N=C3CCCCCC3)NC2=O)cc1 (configuration not stated),-9,-9,21,-6,-7,-0.2,2,-2,-1
C=C(C)CSc1nnc([C@@H]2CCCN2)o1,2,-1,7,-3,-1,-0.7,-5,-8,-20
O=C(CCN1CCN(CC(=O)Nc2ccccc2F)CC1)Nc1ccccc1F,3,-13,9,-2,-3,-0.5,8,13,-1
COc1ccc(OC)c(NC(=O)CSc2nc(C)cs2)c1,-2,4,-8,3,-7,2.6,16,8,14
COC(=O)c1ccc(CSc2cc(C)c3ccccc3n2)o1,-10,-9,11,1,-3,1.2,-11,18,11
CCOC(=O)N1CCC(N2Cc3cccc(C(=O)N4CCN(c5cccc(Cl)c5)CC4)c3C2=O)CC1,5,19,-12,6,2,-2.7,13,-10,9
c1ccc(C(c2nnnn2Cc2cccs2)N2CCN(C3CCCC3)CC2)cc1 (configuration not stated),0,-20,-12,-2,-4,-1.0,5,4,13
CCCOc1cccc(-c2nn(-c3ccccc3)cc2/C=C(\C#N)C(=O)NCCCn2ccnc2)c1,3,30,13,-2,-1,-1.0,20,-15,21
Cc1ccc2cccc(S(=O)(=O)Nc3ccc4c(c3)OCO4)c2n1,-1,9,17,-1,-2,1.3,6,-4,23
O=C(NCCF)C1Nc2ccc(OC(F)(F)F)cc2C2C=CCC12 (configuration not stated),-7,1,20,0,8,-0.7,26,18,13
CC(C)Cc1nc2ccccc2[nH]1,-1,1,0,-2,-1,-3.5,-16,0,0
COc1ccc(OCC(=O)NC(=S)Nc2ccc3c4c(cccc24)CC3)cc1,-4,0,0,3,-2,-1.1,-1,-7,11
Cn1c(=S)n(/N=C/c2ccc3c(c2)OCO3)c2ccccc21,9,-7,-29,8,-1,2.7,0,-1,7
Cc1cc(C)nc(/N=C(\N)Nc2ccc(F)c([N+](=O)[O-])c2)n1,-3,1,22,-4,-4,-0.1,9,10,5
Cc1ccc(C)c(NC(=O)c2ccccc2Sc2ccc([N+](=O)[O-])cc2Cl)c1,12,27,-6,0,0,0.7,-5,-5,28
C/C(=N\Nc1ccc(C(=O)O)cc1)c1ccc(Cl)s1,-9,-26,-50,-11,0,2.3,5,15,-7
O=C(NCc1ccccc1)C1CCN(S(=O)(=O)c2ccc(Cl)cc2)CC1,-4,18,9,-1,0,-0.3,3,-15,19
Cc1ccc(/C=N/NC(=S)N2CCOCC2)cc1,50*,13,7,5,-6,15,28,51*,29
CCCc1cc(=O)n2[nH]c(NCc3ccccc3F)nc2n1,-6,-1,31,-1,-5,-1.2,13,15,-6
CCCCNCc1cc(OCC)c(OCC)cc1Br,-1,2,0,2,-3,-0.3,0,9,0
COc1ccc(S(=O)(=O)N2CCC(C(=O)N3CCc4ccccc4C3)CC2)cc1OC,-3,16,-18,-1,-3,-2.2,25,14,23
N#Cc1ccc(OCC(=O)Nc2cccc(S(=O)(=O)NC3=NCCCCC3)c2)cc1,-1,-4,18,-1,1,0.1,11,12,5
COc1ccccc1OC(=O)c1cc2ccccc2oc1=O,-1,-4,21,-1,-1,1.7,26,11,8
CCCCn1c(N)c(N(CCOC)C(=O)CN(C)S(=O)(=O)c2ccc(Cl)cc2)c(=O)[nH]c1=O,2,9,5,-5,10,0.2,14,-1,9
CCOC(=O)C1(CCOc2ccccc2)CCN(C(=O)c2cncs2)CC1,-2,13,9,-1,-2,-1.9,16,11,22
C[C@@H]1CN([C@@H](C)CO)C(=O)c2cc(NC(=O)Nc3ccc4c(c3)OCO4)ccc2O[C@H]1CN(C)S(=O)(=O)c1ccc(F)cc1,6,1,33,0,-1,1.5,25,6,23
c1ccc(CN(Cc2ccco2)C(c2ccncc2)c2nnnn2C2CCCC2)cc1 (configuration not stated),2,21,1,2,0,0.3,26,16,26
COc1cc(O)cc2cc3c(c(O)c12)C(=O)CC(C)(O)O3 (configuration not stated),-5,-7,57*,2,-3,4.7,-17,-62,-13
Cn1c(SCC(=O)Nc2ccc3[nH]c(=O)[nH]c3c2)nnc1-c1ccccc1,1,-5,11,-3,-3,1.0,14,4,3
CN(C)C(=O)COC(=O)[C@H](Cc1ccccc1)NC(=O)c1ccco1,4,-4,-17,-1,3,-2.7,4,-8,9
CCOc1ccc(C(=O)Nc2c3c(nn2-c2cccc(C)c2C)CS(=O)C3)cc1 (configuration not stated),2,33,-5,2,-2,1.3,14,1,18
COc1cc2c(cc1OC)-c1nnc(-c3cccs3)n1C1(CCCC1)C2,3,4,15,-5,-3,-0.2,2,-5,3
O=C(Nc1nc(-c2ccc(-c3ccccc3)cc2)cs1)C1CCCO1 (configuration not stated),-2,24,12,4,-3,2.4,35,2,26
Cc1ccccc1C(=O)N/N=C/c1ccsc1C,-1,-17,-19,0,-3,6.0,1,-14,13
Clc1nnc(NN=C2CCCC2)c2ccccc12,0,3,17,3,-5,1.8,4,8,26
O=C(NC(Cc1ccccc1)C(=O)N1CCN(c2ccccc2O)CC1)c1ccccc1 (configuration not stated),4,-21,18,-1,0,1.7,-11,-3,-12
CN1C(=O)c2ccccc2Sc2ccc(NC(=O)NC3CC3)cc21,7,7,15,-3,-2,1.1,7,11,2
CCn1c(SCC(=O)c2ccc3ccccc3c2)nnc1-c1cccs1,1,11,12,-1,-2,-0.9,21,2,15
O=C(NCC1CCCCC1)c1cccnc1Cl,0,-11,22,6,-3,0.6,1,1,-18
Cc1ccc(CSc2nnc(CNc3ccc(F)cc3)o2)cc1,-7,-2,16,-2,-3,-0.8,20,9,13
COc1ccc([C@H]2CC(=O)C=C(c3ccc(F)cc3OCc3ccccc3)C2)cc1,10,-18,30,-2,2,4.1,-7,10,0
NC(=O)c1ccc(NC(=O)COC(=O)C(Cc2ccccc2)NC(=O)c2ccccc2)cc1 (configuration not stated),2,-7,13,2,1,-0.3,7,-9,4

# Bioassay records deposited in PubChem by Sanford-Burnham Center for Chemical Genomics.
